# S-ASM inh – human S-ASM enzyme inhibition; placental ASM, HMU-PC fluorogenic substrate, 60 min; Potency, µM (top dose mostly 57.5 µM), for inactives: top-dose activity change, negative = inhibition, most hits filed as inhibitors; AID 504937; hit rate 0.006% among 340,000; P17405; further: potency means the concentration at half of the fitted maximal effect
# Target sequence (P17405 47-631 limits assumed): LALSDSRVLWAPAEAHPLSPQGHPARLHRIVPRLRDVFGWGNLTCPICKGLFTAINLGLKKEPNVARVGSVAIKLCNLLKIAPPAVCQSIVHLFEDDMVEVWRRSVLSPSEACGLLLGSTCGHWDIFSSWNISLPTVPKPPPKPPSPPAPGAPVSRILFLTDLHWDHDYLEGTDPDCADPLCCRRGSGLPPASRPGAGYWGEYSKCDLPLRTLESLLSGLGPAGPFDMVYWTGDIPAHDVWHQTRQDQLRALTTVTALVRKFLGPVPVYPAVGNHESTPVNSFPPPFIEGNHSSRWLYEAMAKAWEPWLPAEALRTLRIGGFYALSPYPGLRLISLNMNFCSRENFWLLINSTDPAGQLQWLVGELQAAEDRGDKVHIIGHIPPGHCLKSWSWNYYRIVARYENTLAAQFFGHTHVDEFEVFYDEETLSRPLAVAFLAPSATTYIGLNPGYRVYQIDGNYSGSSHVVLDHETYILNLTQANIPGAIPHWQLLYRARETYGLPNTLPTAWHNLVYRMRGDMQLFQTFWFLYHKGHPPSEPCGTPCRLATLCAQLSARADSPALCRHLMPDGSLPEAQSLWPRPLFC
#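 Fluorescence read-out (Ex 386 nm, Em 447 nm) after stopping the reaction at pH 10. Enzyme: ASM from human placenta; substrate HMU-PC0, 9 uM final; 60 min, 37 °C. Compound preincubation 10 min, ambient temperature.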
# a7 integrin act – integrin-mediated muscular dystrophy alleviation activation; alpha7betagal myoblasts, beta-gal FDG fluorescence, 48 h; AID 624291; Potency, µM (titrated, usually from 38.3 µM), without a hit: top-dose activation, actives largely listed as activators; hit rate 0.064% among 350,000;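 further: potency means the concentration at half of the fitted maximal effect; 100% = response of the positive control SU9516; nearly all actives have a fitted effect of over 60% in size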
#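 alpha7betagal+/- myoblasts (passage 13, 250/well) treated 48 h at 37C with compounds at 1:260 dilution of DMSO stock. Lysed, then beta-galactosidase activity read as FDG fluorescence (ex 480/em 540) after 30 min, with pre-read for autofluorescence.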
# USP2a inh – USP2a (human) protease inhibition | O75604 | USP2 core, Ub-CHOP2 coupled fluorogenic reporter, 485/531 | Potency, µM (series often up to 38.3 µM), without a hit: top-dose activity change, negative = inhibition, hits mostly inhibitors | hit rate 0.01% among 330,000;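 further: potency means the concentration at half of the fitted maximal effect; plate controls were DMSO wells for no effect and full inhibition by NEM control for full effect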
#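 Cell-free coupled assay: 10nM USP2 core preincubated 30min RT with compound in Tris-HCl pH 8.0/CaCl2/CHAPS buffer, then 25nM Ub-CHOP2 and 25nM reporter substrate; fluorescence (Ex 485/Em 531) read after 60min RT, normalized to NEM inhibition, concentration-response curves fitted.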
# Eya2 phos inh – Eya2 (human) phosphatase inhibition | hit rate 0.006% among 330,000 | O00167 | Potency, µM (series often up to 76.9 µM), for the others: at the top dose activity, negative = inhibition, actives largely listed as inhibitors | AID 488837 | recombinant Eya2, OMFP fluorescence dephosphorylation (OMFP is methylfluorescein phosphate); further: potency means the concentration at half of the fitted maximal effect; on the % scale 0 is the no-effect control and ±100 the full control effect
#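 Eya2 protein (added as 0.2 uM solution) was preincubated with compound for 10 min at ambient temperature in 50 mM HEPES pH 7.5, 50 mM NaCl, 5 uM MgCl2, 0.05% BSA, 1 mM DTT. OMFP (added at 50 uM) then reacted 10 min; fluorescence read at 485/525 nm.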
# B2AR arrestin – recruits beta-arrestin to the human beta2-adrenergic receptor; hit rate 0.02% among 330,000; P07550; beta-arrestin recruitment to beta2AR, cell-based reporter; Potency, µM (titrated, usually from 46.1 µM), for inactives: at the top dose activation, usual class: activators;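 further: potency means the concentration at half of the fitted maximal effect; 0% = DMSO controls and full agonism = EC100 isoproterenol or metaproterenol; nearly all actives have a fitted effect of over 65% in size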
# Target sequence (P07550 whole entry, looked up): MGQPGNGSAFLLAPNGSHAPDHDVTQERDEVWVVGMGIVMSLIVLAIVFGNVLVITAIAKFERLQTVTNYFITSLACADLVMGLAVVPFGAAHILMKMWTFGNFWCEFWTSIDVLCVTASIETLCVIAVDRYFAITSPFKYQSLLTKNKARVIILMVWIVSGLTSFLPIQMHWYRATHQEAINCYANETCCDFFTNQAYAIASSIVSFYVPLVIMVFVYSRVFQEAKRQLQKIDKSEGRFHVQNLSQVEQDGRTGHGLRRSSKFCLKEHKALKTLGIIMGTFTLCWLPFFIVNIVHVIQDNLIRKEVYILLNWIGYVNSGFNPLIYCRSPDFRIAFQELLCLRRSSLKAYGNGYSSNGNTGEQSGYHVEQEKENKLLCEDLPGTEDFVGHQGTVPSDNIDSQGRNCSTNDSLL
# p53 reactivation – re-activators of mutant p53; hit rate 0.063% among 320,000; Potency, µM (doses to about 92.2 µM), for inactives: top-dose activity change, positive = activation, hits mostly activators; H1299 p53-A138V BP100-luciferase reporter, luminescence, 24 h; further: potency means the concentration at half of the fitted maximal effect; % of control where 0% means no effect; nearly all actives have a fitted effect of over 45% in size
#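 H1299 (p53-null), stable ts p53-A138V + BP100-Luc; 1000 cells/well, Opti-MEM/10% FBS; cpd 4 pt, 1:5; 24 h, 37 deg C, 5% CO2; detection reagent 10 min RT; luminescence.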
# TRPV1 ag – agonists of human vanilloid receptor 1 (TRPV1). Q8NER1. hit rate 0.19% among 320,000. activation, % at 8.33 µM. TRPV1-expressing cells, Fluo-8 calcium influx, agonist mode; in the data active means activation above about 80%; inconclusive means between about 30% and that limit; further: 0% is about no effect
#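 Cells expressing TRPV1 were dye-loaded with Fluo-8 and read kinetically: 10 s baseline, 3 min after compound (agonist portion), then 2 min after EC20 capsaicin (allosteric enhancer portion). Calcium-bound dye fluorescence at 480/520 nm.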
# BRCA1 expr act – increases BRCA1 expression; Potency, µM (titrated, usually from 46.1 µM), for inactives: top-dose activation, most hits filed as activators; MCF7-BRCA1-FFLuc reporter, luminescence, 48 h; response scale: scaled: vehicle 0%, 10 µM genistein 100%; hit rate 1.1% among 380,000; further: potency means the concentration at half of the fitted maximal effect; nearly all actives have a fitted effect of over 80% in size; some results filed as inactive show a strong effect at the top dose
#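 First, MCF7-BRCA1-FFLuc cells (2000/well) attach for 2 h; next, compounds are pin-added and incubated 48 h at 37 °C; finally, luciferase reagent is added and luminescence read after 15 min.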
# ELG1 genotoxic – genotoxicity induction in ELG1-luciferase HEK293T cells; HEK293T ELG1-luciferase reporter, luminescence, 16 h; Potency, µM (top dose mostly 46 µM), inactives show top-dose activity change, positive = activation, most hits filed as activators; hit rate 1.3% among 330,000; AID 504466; further: potency means the concentration at half of the fitted maximal effect; % of control where 0% means no effect; nearly all actives have a fitted effect of over 60% in size
#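 DMSO vehicle served as control against compound-treated ELG1-luciferase HEK293T cells; exposure lasted 16 hr at 37 °C and 5% CO2, followed by ONE-Glo luminescence detection after 30 min.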
# PTAP TSG101 blk – blocks PTAP/TSG101 interaction to inhibit HIV-1 budding; Q99816; Fluorescence polarization, FITC-PTAP peptide / Tsg101 binding; Potency, µM (highest dose often 115 µM), without a hit: top-dose activity change, negative = inhibition, most hits filed as inhibitors; 340,000 tested, under 10 active; active means well fitted inhibition curve with a large enough effect in the main read-out, with a control signal flat, not every such curve was filed as active; inconclusive means small, poorly fitted or top-dose-only effect, or effect the other way, or a change in a side signal; inactive means no such curve, though single readings can be large or run the other way; further: potency means the concentration at half of the fitted maximal effect; % of control where 0% means no effect
#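 Fluorescence anisotropy tracks displacement of a FITC-tagged PTAP peptide (50 nM) from the Tsg101 binding domain (10 uM), following a 20 min room-temperature incubation at pH 7.5.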
# uPA generation – inhibitors of cell surface uPA generation; Potency, µM (series often up to 38.3 µM), for the others: at the top dose activity change, negative = inhibition, actives largely listed as inhibitors; AID 540303; cell surface uPA generation assay, qHTS; hit rate 0.31% among 330,000; active means well fitted inhibition curve with a large enough effect; inconclusive means small, poorly fitted or top-dose-only effect; inactive means no such curve, though single readings can be large or run the other way; tested in mouse RAW 264.7 cells; further: potency means the concentration at half of the fitted maximal effect; on the % scale 0 is the no-effect control and ±100 the full control effect; nearly all actives have a fitted effect of over 55% in size
# Starred values were filed as active, the others as inactive; i = inactive; ? = inconclusive; / = not tested or not shown; & = joins results of further samples; [ ] = remark or other dose. Unless noted, the call rests on the fitted dose curve; in most records, active means well fitted curve in the direction sought with a large enough effect; inconclusive means small, poorly fitted or top-dose-only effect, or another doubt; inactive means no such curve, though single readings can be large; an effect the other way counts as inactive or inconclusive.
entry	Compound	S-ASM inh	a7 integrin act	USP2a inh	Eya2 phos inh	B2AR arrestin	p53 reactivation	TRPV1 ag	BRCA1 expr act	ELG1 genotoxic	PTAP TSG101 blk	uPA generation
1	O=C(NNC(=S)Nc1ccc(Cl)cc1Cl)c1cccnc1	0%	9%	-1%	-1%	-0.3%	7%	1	28%	5%	-6%	-10%
2	CCOC(=O)C1=CN(CC2CCCO2)C=C(C(=O)OCC)C1c1ccccc1C(F)(F)F (stereo not given)	i	0%	2%	-3%	-0.1%	-9%	?	-34%	-4%	-4%	-4%
3	COc1ccc(/C=N/N=C2/CC(C)(C)Cc3n[nH]c(=O)cc32)cc1	-1%	23%	24%	10%	0.2%	0%	-2	-10%	2%	-20%	4%
4	C[C@H](NC(=O)c1nc[nH]c1C(=O)NC1CCN(C(=O)OC(C)(C)C)CC1)C(=O)OCc1ccccc1	-9%	-5%	-7%	-20%	4.1%	4%	6	-3%	0%	-13%	7%
5	CC[C@]1(C(=O)OC)[C@H]2C(=O)N(Cc3ccccc3)C(=O)[C@H]2[C@H]2CN=C(SCc3ccc(C#N)cc3)N21	4%	-13%	-1%	0%	-0.2%	-2%	/	-5%	-4%	0%	-3%
6	O=C(Nc1cc(Br)ccc1O)c1cc(-c2ccc3c(c2)OCO3)on1	3%	11%	-1%	2%	-1.0%	?	-4	1.4µM*	?	-4%	1%
7	CCc1nc(SCC(=O)Nc2cc(C)ccc2OC)c2c(C)c(C)sc2n1	-15%	-1%	2%	9%	6.0%	11%	15	-26%	2%	-5%	1%
8	Cc1ccccc1-n1c(=O)cc(N2CCCCCC2)[nH]c1=O	2%	-2%	3%	5%	-0.4%	16%	2	3%	2%	-4%	-11%
9	Cc1cccc(C(=O)NC2CCN(CC(=O)NCc3cccs3)CC2)c1	5%	?	-2%	-2%	0.2%	-4%	2	-3%	-3%	-12%	/
10	CCCc1nc2sc3c(=O)[nH]cnc3c2c2c1CCCC2	/	/	2%	-3%	2.7%	0%	-2	/	4%	/	/
11	O=C(COc1ccc2ccc(=O)oc2c1)NC1CCCCC1	69%[activator]	-20%	-3%	-3%	-1.0%	7%	2	25%	9%	-4%	-9%
12	N#C/C(=C\c1cn(CC(=O)O)c2ccccc12)C(=O)NCc1ccccc1	16%	8%	1%	-9%	0.1%	27%	0	56%	4%	-3%	-11%
13	CCOc1ccc(/C=C2\N=C(c3cccs3)OC2=O)cc1OC	/	/	-1%	5%	-2.4%	6%	-1	/	-1%	/	/
14	N#CC1(NC(=O)CSc2nncn2-c2ccccc2F)CCCC1	3%	-23%	0%	14%	0.0%	-9%	1	-1%	1%	-3%	-3%
15	CSCCC(NC(=O)c1ccccc1)C(=O)Nc1ccc(C)cc1 (stereo not given)	2%	-7%	4%	1%	-0.4%	-8%	-1	-1%	1%	-3%	-6%

# Next structures:
entry	Compound	S-ASM inh	a7 integrin act	USP2a inh	Eya2 phos inh	B2AR arrestin	p53 reactivation	TRPV1 ag	BRCA1 expr act	ELG1 genotoxic	PTAP TSG101 blk	uPA generation
16	COc1cccc(-n2ccnc2SCC(=O)N2CCc3ccccc32)c1	0%	-1%	-1%	0%	-0.1%	-5%	?	-2%	-1%	1%	-7%
17	CCN(C[C@H]1N[C@@](Cc2ccccc2)(C(=O)OC)[C@H]2C(=O)N(C)C(=O)[C@@H]12)S(=O)(=O)c1ccc(OC(F)(F)F)cc1	9%	-1%	-9%	2%	-1.1%	-2%	/	-28%	-10%	-1%	10%
18	C=CCn1c(-c2ccc(=O)n(Cc3ccccc3)c2)n[nH]c1=S	/	/	11%	6%	-0.9%	-3%	-3	/	0%	/	/
19	COCC(=O)N(C)C1(c2nnnn2CCOC(=O)Nc2ccc(Cl)cc2)CCCC1	2%	-24%	1%	9%	-0.1%	-12%	1	18%	0%	-8%	-5%
20	O=C(NCc1cccnc1)c1ccc(-c2cccc(Cl)c2Cl)o1	-1%	-2%	-17%	-12%	-0.3%	-1%	-1	-5%	2%	2%	0%
21	CC1CC(C)CN(C(=O)COC(=O)Cc2ccc(Br)cc2)C1 (stereo not given)	0%	44%	1%	-5%	-0.3%	0%	?	-15%	-3%	1%	4%
22	COc1ccc(-c2cc(CNS(=O)(=O)c3ccccc3)on2)cc1	-1%	17%	0%	-3%	0.1%	3%	1	5%	-2%	-3%	-4%
23	COc1ccc(N2CCN(C(=O)c3ccc(CS(=O)(=O)c4ccccc4C)o3)CC2)cc1	0%	14%	1%	-2%	0.1%	/	1	-29%	-5%	0%	11%
24	O=C(Nc1c(C(=O)C2CC2)oc2ccccc12)c1ccc(Cl)cc1	12%	26%	0%	-9%	-0.3%	-18%	-4	-31%	0%	1%	0%
25	COc1cc(C2C(C(=O)c3cccs3)=C(O)C(=O)N2Cc2ccco2)cc(OC)c1OC (stereo not given)	-1%	23%	-5%	4%	-0.1%	12%	-1	11%	9%	-3%	2%
26	CCn1cc(C(=O)NCCc2ccc(OC)c(OC)c2)c(=O)c2cc(S(=O)(=O)N3CCOCC3)ccc21	-3%	9%	0%	-8%	-0.8%	0%	-2	-16%&0%	7%	0%	0%
27	Cc1cccc(N2CCN(CC(=O)Nc3ccc(S(=O)(=O)N4CCOCC4)cc3)CC2)c1C	-5%	17%	-6%	-9%	-1.0%	-2%	2	-9%	-17%	-3%	-17%
28	O=C(C(=O)N1CCN(c2ccccc2F)CC1)c1cn(CC(=O)N2CCOCC2)c2ccccc12	-2%	10%	1%	6%	-1.1%	15%	0	-3%	-1%	-2%	0%
29	CC(=O)c1cc(CN2CCC(n3nccc3NC(=O)c3ccccc3C)CC2)cs1	0%	0%	-1%	0%	-0.6%	3%	3	-12%	-3%	-4%	0%
30	O=C(Cc1ccc2c(c1)OCCO2)N/N=C/c1ccco1	-1%	14%	2%	3%	-0.9%	2%	1	18%	2%	-3%	2%

# Going on with the list.
entry	Compound	S-ASM inh	a7 integrin act	USP2a inh	Eya2 phos inh	B2AR arrestin	p53 reactivation	TRPV1 ag	BRCA1 expr act	ELG1 genotoxic	PTAP TSG101 blk	uPA generation
31	O=C(CCC(=O)OCC(=O)c1ccc([N+](=O)[O-])cc1)NC1CCCCC1	2%	-26%	-1%	4%	-1.4%	29%	-6	-4%	2%	0%	0%
32	Nc1ccccc1OCCOCCOc1ccccc1N	-4%	23%	-2%	-9%	-0.1%	11%	3	-24%	-1%	-3%	0%
33	Cc1cc(-c2cccs2)c(C#N)c(=S)[nH]1	6%	-10%	4%	-25%	0.0%	-3%	-1	-5%	3%	-6%	0%
34	COc1cccc(/C=N/Nc2ccnc(=O)[nH]2)c1O	-1%	-13%	-2%	?	0.3%	?	0	-31%	11%	1%	-11%
35	Cc1cc(C)c(C(N)=O)c(SCC(=O)c2cc(C)c(C)cc2C)n1	3%	-14%	0%	10%	-0.4%	-6%	1	-12%	0%	-1%	-2%
36	Cc1ccc(S(=O)(=O)NNC(=S)Nc2c(Cl)cccc2Cl)cc1	0%	1%	2%	0%	0.0%	0%	0	-36%	-4%	-2%	0%
37	COc1ccccc1S(=O)(=O)Cc1ccc(C(=O)NCC(OC)OC)o1	2%	-11%	1%	-2%	0.3%	-2%	-1	12%	-6%	-6%	1%
38	Clc1cccc(C2CCN(Cc3nc(COc4ccccc4)no3)C2)c1 (stereo not given)	3%	-29%	-6%	-8%	-0.9%	0%	16	0%	0%	2%	3%
39	O=C(c1ccco1)N1CCN(Cc2cc(=O)c(OCc3ccccc3F)co2)CC1	/	0%	1%	-8%	-0.3%	6%	5	-7%	5%	-5%	-9%
40	CCOC(=O)c1ccccc1NC(=S)N1CCN(C(=O)c2ccco2)CC1	0%	4%	-1%	12%	-0.1%	1%	-4	-19%	-2%	-1%	-1%
41	COCc1cc(C)nc2sc(C(=O)Nc3nccs3)c(N)c12	48%[activator]	6%	0%	21%	0.5%	4%	/	92%	19%	-4%	-16%
42	O=C(/C=C/Nc1ccc(S(=O)(=O)Nc2ncccn2)cc1)c1ccc2ccccc2c1	/	-13%	4%	?	-1.0%	-4%	0	5%	?	-8%	0%
43	CCCCC(=O)NCc1ccc2c(c1)cc(C)n2C	0%	4%	-6%	-2%	12%	-8%	26	3%	0%	-6%	-2%
44	COc1ccc(Cn2c(-c3ccc(OC)c(O)c3)nc3ccccc32)cc1O	-1%	-2%	1%	-1%	0.5%	-1%	-1	-30%	?	-3%	2%
45	O=C(COC(=O)c1cnccn1)NCc1ccccc1	4%	-30%	0%	9%	-0.4%	12%	-4	1%	-1%	-6%	/

# Compound activity deposited in PubChem BioAssay by National Center for Advancing Translational Sciences (NCATS).
